High-throughput results deposited in PubChem BioAssay by several laboratories.
AddAB inh – less growth of phage-infected E. coli with AddAB; E. coli expressing H. pylori AddAB, absorbance growth; 0.29% of 330,000 active; AID 435030; inhibition, % at 11.9 µM; in the data active = inhibition above about 12%;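 also: 0% = vehicle wells of infected cells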
SUMO Mot1 rescue – blocks SUMOylation pathway, rescuing yeast Mot1-301 growth | S. cerevisiae Mot1-301 growth rescue, ATP luminescence, 38.5C; percent above DMSO median, 100 means doubled | AID 2716 | 1% of 320,000 active | growth rescue, % at 18.8 µM;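 active = every valid replicate shows activation above 250% relative to neutral control wells; inactive = the rest, any valid replicate at or below 250%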;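 also: OY570 slx delta 5 strain wells were the positive control but not used for scaling; some compounds called inactive have numbers as strong as hits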
Tat export inh – inhibitors of E. coli Tat protein transport | E. coli MC4100 TorA-mCherry Tat export, fluorescence | inhibition, % at 10 µM | 0.036% of 340,000 active;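 active = mean replicate inhibition at least 50% and at least half of replicates individually reaching 50%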;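 also: exported cargo escapes ClpAP degradation while cytoplasmic cargo is degraded and loses fluorescence; 0% = median of neutral control wells and 100% = median of NaSCN control wells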
MOR-DOR inv ag – inverse agonists of human mu-delta opioid receptor heterodimerization | 0.21% of 340,000 active | cell-based MOR-DOR heterodimer luminescence, inverse agonism | inhibition, % at 9.3 µM; in the data active = inhibition above about 22%, passing the limit was not always enough;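 also: 0% = cells with DMSO and 100% = wells without cells with DMSO; values of inactives mirror those of a sister screen read the other way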
Target sequence (P35372 whole entry, looked up): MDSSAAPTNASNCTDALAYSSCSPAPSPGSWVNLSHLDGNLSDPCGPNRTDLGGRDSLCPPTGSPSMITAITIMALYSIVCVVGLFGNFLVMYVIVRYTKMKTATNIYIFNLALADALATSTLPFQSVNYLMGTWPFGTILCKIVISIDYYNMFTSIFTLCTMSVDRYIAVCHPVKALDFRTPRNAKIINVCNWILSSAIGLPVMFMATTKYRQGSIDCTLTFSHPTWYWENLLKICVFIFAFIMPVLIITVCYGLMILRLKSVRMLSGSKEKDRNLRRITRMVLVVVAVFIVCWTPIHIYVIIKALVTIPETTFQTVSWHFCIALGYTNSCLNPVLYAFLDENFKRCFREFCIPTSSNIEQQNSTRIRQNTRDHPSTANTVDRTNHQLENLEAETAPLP
Target sequence (P41143 whole entry, looked up): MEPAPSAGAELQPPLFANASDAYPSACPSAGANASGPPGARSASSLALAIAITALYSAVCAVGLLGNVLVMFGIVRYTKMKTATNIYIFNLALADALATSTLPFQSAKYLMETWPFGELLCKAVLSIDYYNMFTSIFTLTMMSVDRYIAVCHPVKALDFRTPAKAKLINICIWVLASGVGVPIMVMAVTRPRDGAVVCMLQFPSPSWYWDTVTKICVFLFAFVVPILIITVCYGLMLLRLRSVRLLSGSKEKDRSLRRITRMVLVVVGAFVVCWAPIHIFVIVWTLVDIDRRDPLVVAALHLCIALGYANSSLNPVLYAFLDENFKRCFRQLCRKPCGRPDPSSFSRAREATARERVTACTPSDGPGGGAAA
PKA-R1A act – PKA-R1A complex activation. P00514+P68181. PKA-R1A dissociation, Cy5-IP20 fluorescence polarization; scaled: DMSO 0%, 113 µM cGMP 100%. activation, % at 11.4 µM. 0.083% of 340,000 active;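 active = percent activation above the mean of all tested compounds plus 3 SD, cut at about 19% in these data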;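 also: higher means more PKAc released from R1A so a rise in polarization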
PfHsp90 yeast 2 – inhibits growth of yeast expressing Plasmodium falciparum Hsp90; S. cerevisiae expressing PfHsp90, BacTiter-Glo ATP, 48 h; yeast lacking PDR1 and PDR3 efflux regulators; inhibition, % at 9.4 µM; 0.32% of 310,000 active; AID 504621;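 active = every replicate shows inhibition above about 80%, whatever the replicate mean, limit read from the data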;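 also: 0% = DMSO neutral controls and 100% = 20 µM radicicol positive controls; yeast relying on Plasmodium falciparum Hsp90 in place of its own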
phage Ecoli inh – E. coli growth loss with phage present; growth absorbance; inhibition, % at 11.9 µM; 0.26% of 360,000 active; in the data active = inhibition above about 11%
MOR-DOR ag – OPRM1-OPRD1 heterodimerization agonism; cells, luminescence; activation, % at 9.3 µM; 0.3% of 340,000 active; in the data active = activation above about 18%;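 also: 0% = vehicle-treated cells and 100% = reference agonist; values of inactives mirror those of a sister screen read the other way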
E coli growth – counter-screen for AddAB inhibitors: E. coli growth inhibition | E. coli V3065 growth, OD600 absorbance, 18 h | 0.27% of 330,000 active | inhibition, % at 11.9 µM;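 active = inhibition above the campaign's mean inhibition across all tested compounds plus 3 SD, cut at about 9.9% in these data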;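 also: uninfected addAB+ strain grown without phage in ampicillin broth; 0% = DMSO wells and 100% = ciprofloxacin 0.95 µg/ml wells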
HTR5A inv ag – HTR5A inverse agonism, opioid heterodimer counter-screen; inhibition, % at 9.3 µM; P47898; 0.083% of 340,000 active; HTR5A cell line, luminescence; in the data active = inhibition mostly above about 23%, no sharp cut-off; inactive = mostly below about 18%;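 also: 0% = cells with DMSO and 100% = no-cell wells with DMSO; some compounds called inactive have numbers as strong as hits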
PKA-R2B act – PKA-R2B complex activation | AID 504700 | P22694+P31323 | 0.079% of 340,000 active | PKA-R2B holoenzyme dissociation, Cy5-IP20 fluorescence polarization; R2B truncated from residue 108, S112A mutant; 0% DMSO only, 100% 113 µM cGMP | activation, % at 11.4 µM;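 active = activation above a cutoff set at the mean over all compounds plus 3 SD, cut at about 18% in these data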;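 also: higher means more holoenzyme dissociation and a rise in polarization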
The depositor's hits bear a star; & = joins results of further samples. Outcome played no part in choosing rows. About 2.2% of those tested had a hit in this group.

Results for COc1ccc(C(=O)O/N=C(\N)c2ccccc2)c(OC)c1 ?
AddAB inh: 1.1; SUMO Mot1 rescue: 33; Tat export inh: -2; MOR-DOR inv ag: 8; PKA-R1A act: 8; PfHsp90 yeast 2: -1; phage Ecoli inh: 3.2; MOR-DOR ag: -1.6; E coli growth: -0.9; HTR5A inv ag: -7; PKA-R2B act: 2

How did O=C1NN(c2cccc(Br)c2)C(=O)/C1=C/c1cccs1 do in these assays?
AddAB inh: 1.0; SUMO Mot1 rescue: 9; Tat export inh: -13; MOR-DOR inv ag: 8; PKA-R1A act: 1; PfHsp90 yeast 2: 12; phage Ecoli inh: 0.1; MOR-DOR ag: -1.5; E coli growth: 1.0; HTR5A inv ag: 10; PKA-R2B act: -1

What do the screens show for `COc1ccc(S(=O)(=O)N2CCOCC2)cc1NC(=O)Cc1coc2cc(C)c(C)cc12`?
AddAB inh: 0.0; SUMO Mot1 rescue: 78; Tat export inh: -2; MOR-DOR inv ag: -4; PKA-R1A act: 14; PfHsp90 yeast 2: -25; phage Ecoli inh: 3.2; MOR-DOR ag: 0.9; E coli growth: -2.2; HTR5A inv ag: 1; PKA-R2B act: -4

Results for COc1cc(CN(C(=O)c2ccco2)c2ccc(C)cc2)ccc1O ?
AddAB inh: 0.1; SUMO Mot1 rescue: -10; Tat export inh: 9; MOR-DOR inv ag: 1; PKA-R1A act: -8; PfHsp90 yeast 2: -29; phage Ecoli inh: 3.9; MOR-DOR ag: -0.2; E coli growth: 0.2; HTR5A inv ag: 7; PKA-R2B act: -3

How did O=C(Cc1cccc2ccccc12)Nc1ccc(OC(F)F)c(Cl)c1 do in these assays?
AddAB inh: 3.8; SUMO Mot1 rescue: 7; Tat export inh: -1; MOR-DOR inv ag: -33; PKA-R1A act: -11; PfHsp90 yeast 2: -14; phage Ecoli inh: 4.7; MOR-DOR ag: 6.5; E coli growth: 2.3; HTR5A inv ag: -13; PKA-R2B act: -9

Results for COc1cc(OC)c2c(-c3cccc(-c4ccc(NC(C)=O)cc4)c3)cc(=O)oc2c1 ?
AddAB inh: 0.4; Tat export inh: 0; MOR-DOR inv ag: 10; PKA-R1A act: -9; PfHsp90 yeast 2: 8; phage Ecoli inh: 4.7; MOR-DOR ag: -2.0; E coli growth: -0.7; HTR5A inv ag: 5; PKA-R2B act: 9

How did O=C1NN(c2ccccc2)C(=O)/C1=C\c1ccc(-c2cc([N+](=O)[O-])ccc2O)o1 do in these assays?
Tat export inh: -5; MOR-DOR inv ag: 11; PKA-R1A act: 3; PfHsp90 yeast 2: 0; phage Ecoli inh: 3.5; MOR-DOR ag: -2.0; HTR5A inv ag: -10; PKA-R2B act: 8

Results for C=CCn1c(SCC(=O)Nc2ccc(F)cc2)nc2cc(C(=O)O)ccc2c1=O ?
AddAB inh: 1.4; Tat export inh: 9; MOR-DOR inv ag: 3; PKA-R1A act: -19; PfHsp90 yeast 2: -9; phage Ecoli inh: 0.8; MOR-DOR ag: -0.5; E coli growth: 0.9; HTR5A inv ag: 43*; PKA-R2B act: -14

Results for Cc1cc(Cl)c(OCCCNCc2ccccc2)c(Br)c1 ?
AddAB inh: 5.3; SUMO Mot1 rescue: -32; Tat export inh: 1; MOR-DOR inv ag: -20; PKA-R1A act: -12; PfHsp90 yeast 2: 8; phage Ecoli inh: 5.9; MOR-DOR ag: 3.9; E coli growth: 2.6; HTR5A inv ag: 3; PKA-R2B act: -15

Results for Cc1ccccc1NC1=NS(=O)(=O)c2ccccc21 ?
AddAB inh: -0.2; SUMO Mot1 rescue: 6; Tat export inh: -4; MOR-DOR inv ag: 6; PKA-R1A act: 2; PfHsp90 yeast 2: 22; phage Ecoli inh: 0.5; MOR-DOR ag: -1.0; E coli growth: 2.0; HTR5A inv ag: -6; PKA-R2B act: 13

Results for Cc1ccc(C)c(N=Nc2ccc(O)c3ncccc23)c1 ?
AddAB inh: -4.5; SUMO Mot1 rescue: -6; Tat export inh: -5; MOR-DOR inv ag: -11; PKA-R1A act: -5; PfHsp90 yeast 2: 2; phage Ecoli inh: 5.0; MOR-DOR ag: 2.1; E coli growth: -0.5; HTR5A inv ag: 12; PKA-R2B act: -7

How did O=c1oc2c(CN3CCOCC3)c(O)ccc2c2c1CCCC2 do in these assays?
AddAB inh: 2.7; SUMO Mot1 rescue: -4; Tat export inh: 1; MOR-DOR inv ag: 3; PKA-R1A act: -1; PfHsp90 yeast 2: 7; phage Ecoli inh: -0.3; MOR-DOR ag: -0.5; E coli growth: 1.5; HTR5A inv ag: -23; PKA-R2B act: 7

How did COc1cc(CC(=O)NCC2COc3ccccc3O2)cc(OC)c1OC (stereo unspecified) do in these assays?
AddAB inh: -0.9; SUMO Mot1 rescue: 4; Tat export inh: -10; MOR-DOR inv ag: 8; PKA-R1A act: -2; PfHsp90 yeast 2: 0; phage Ecoli inh: -1.9; MOR-DOR ag: -1.6; E coli growth: 1.0; HTR5A inv ag: -9; PKA-R2B act: -5

How did COCCNC(=O)Cn1cc(/C=C(\C#N)C(=O)NC2CCCC2)c2ccccc21 do in these assays?
AddAB inh: 0.0; SUMO Mot1 rescue: 125; Tat export inh: 3; MOR-DOR inv ag: 12; PKA-R1A act: -3; PfHsp90 yeast 2: 27; phage Ecoli inh: 1.2; MOR-DOR ag: -2.4; E coli growth: 1.5; HTR5A inv ag: -8; PKA-R2B act: -7

Results for Cc1cccc(C(=O)NCC(=O)OCC(=O)N2CCN(S(=O)(=O)c3ccc(C)cc3C)CC2)c1 ?
AddAB inh: 2.2; SUMO Mot1 rescue: -4; Tat export inh: -1; MOR-DOR inv ag: 13; PKA-R1A act: 6; PfHsp90 yeast 2: 9; phage Ecoli inh: -0.4; MOR-DOR ag: -3.4; E coli growth: 0.9; HTR5A inv ag: 2; PKA-R2B act: -6

What do the screens show for `O=[N+]([O-])c1ccccc1/C=C/C=N/n1c(-c2ccco2)n[nH]c1=S`?
AddAB inh: 1.2; SUMO Mot1 rescue: 18; Tat export inh: -5; MOR-DOR inv ag: -9; PKA-R1A act: -2; PfHsp90 yeast 2: 40; phage Ecoli inh: 3.3; MOR-DOR ag: 1.3; E coli growth: -0.4; HTR5A inv ag: 13; PKA-R2B act: 12

How did Cc1cc(NC(=O)CSc2cc(C)c3ccccc3n2)no1 do in these assays?
AddAB inh: -0.8; SUMO Mot1 rescue: 23; Tat export inh: -2; MOR-DOR inv ag: 8; PKA-R1A act: -1; PfHsp90 yeast 2: -21; phage Ecoli inh: 3.5; MOR-DOR ag: -1.4; E coli growth: -0.7; HTR5A inv ag: -14; PKA-R2B act: -4

Results for CCc1ccc(NC(=O)c2ccc(OC)c([N+](=O)[O-])c2)cc1 ?
AddAB inh: 2.5; SUMO Mot1 rescue: 15; Tat export inh: 2; MOR-DOR inv ag: 12; PKA-R1A act: -2; PfHsp90 yeast 2: -11; phage Ecoli inh: 4.5; MOR-DOR ag: -2.0; E coli growth: 4.0; HTR5A inv ag: 4; PKA-R2B act: 5

Results for C=CCSc1nnc(N2C(=O)C(O)=C(C(=O)c3ccco3)C2c2ccc(F)cc2)s1 (stereo unspecified) ?
AddAB inh: 3.0; SUMO Mot1 rescue: 19; Tat export inh: 4; MOR-DOR inv ag: 9; PKA-R1A act: 4; PfHsp90 yeast 2: 11; phage Ecoli inh: 0.0; MOR-DOR ag: -1.8; E coli growth: -0.7; HTR5A inv ag: -19; PKA-R2B act: -3

Results for COCCCNC(=O)CC(=O)N/N=C\c1ccc(SC)cc1 ?
AddAB inh: 0.1; Tat export inh: 0; MOR-DOR inv ag: 9; PKA-R1A act: 0; PfHsp90 yeast 2: -10; phage Ecoli inh: 2.8; MOR-DOR ag: -1.3; E coli growth: -0.1; HTR5A inv ag: 12; PKA-R2B act: 5

Results for CCCCCn1c(SCC#N)nc2cc(C(=O)NCC3CCCO3)ccc2c1=O (stereo unspecified) ?
AddAB inh: 0.5; SUMO Mot1 rescue: -4; Tat export inh: -6; MOR-DOR inv ag: 6; PKA-R1A act: -4; PfHsp90 yeast 2: -10; phage Ecoli inh: 1.8; MOR-DOR ag: -1.2; E coli growth: -2.0; HTR5A inv ag: 12; PKA-R2B act: -9

How did COc1cccc(C(=O)NCC(=O)N2CCC3(CC2)NCCc2[nH]cnc23)c1OC do in these assays?
AddAB inh: 4.6; SUMO Mot1 rescue: 1; Tat export inh: 0; MOR-DOR inv ag: 1; PKA-R1A act: -11; PfHsp90 yeast 2: 7; phage Ecoli inh: 4.9; MOR-DOR ag: -0.2; E coli growth: 0.1; HTR5A inv ag: -14; PKA-R2B act: 6

How did Cc1cc(C)n2cc(-c3ccc(Cl)cc3)c(C(=O)O)c2n1 do in these assays?
AddAB inh: 0.7; SUMO Mot1 rescue: 4; Tat export inh: 1; MOR-DOR inv ag: 17; PKA-R1A act: -10; PfHsp90 yeast 2: -1; phage Ecoli inh: 8.3; MOR-DOR ag: -3.7; E coli growth: -0.8; HTR5A inv ag: 18; PKA-R2B act: -1

What do the screens show for `Cc1oc(-c2ccccc2Cl)nc1CS(=O)(=O)CC(=O)N1CCOCC1`?
AddAB inh: -0.2; SUMO Mot1 rescue: -9; Tat export inh: -7; MOR-DOR inv ag: -1; PKA-R1A act: -3; PfHsp90 yeast 2: -10; phage Ecoli inh: -0.2; MOR-DOR ag: 0.1; E coli growth: 0.3; HTR5A inv ag: 19; PKA-R2B act: 5

Results for O=C(Cn1c[n+](CC(=O)c2ccc([N+](=O)[O-])cc2)cn1)c1ccc([N+](=O)[O-])cc1 ?
AddAB inh: 1.5&1.0; SUMO Mot1 rescue: -1&-4; Tat export inh: -16&9; MOR-DOR inv ag: -26&-26; PKA-R1A act: 4&-9; PfHsp90 yeast 2: -2&-20; phage Ecoli inh: -1.2&0.9; MOR-DOR ag: 5.0&5.1; E coli growth: 1.3&3.6; HTR5A inv ag: -32&-13; PKA-R2B act: -1&-5

Results for O=c1c(C(c2c(O)nc3n(c2=O)CCS3)c2cccc3ccccc23)c(O)nc2n1CCS2 ?
AddAB inh: -0.6; SUMO Mot1 rescue: -24; Tat export inh: -2; MOR-DOR inv ag: 17; PKA-R1A act: 11; PfHsp90 yeast 2: -5; phage Ecoli inh: 0.6; MOR-DOR ag: -2.9; E coli growth: 2.6; HTR5A inv ag: -10; PKA-R2B act: 1

Structures listed so far that have a cyano group, in the order listed:
How did COCCNC(=O)Cn1cc(/C=C(\C#N)C(=O)NC2CCCC2)c2ccccc21 do in these assays?
AddAB inh: 0.0; SUMO Mot1 rescue: 125; Tat export inh: 3; MOR-DOR inv ag: 12; PKA-R1A act: -3; PfHsp90 yeast 2: 27; phage Ecoli inh: 1.2; MOR-DOR ag: -2.4; E coli growth: 1.5; HTR5A inv ag: -8; PKA-R2B act: -7

Results for CCCCCn1c(SCC#N)nc2cc(C(=O)NCC3CCCO3)ccc2c1=O (stereo unspecified) ?
AddAB inh: 0.5; SUMO Mot1 rescue: -4; Tat export inh: -6; MOR-DOR inv ag: 6; PKA-R1A act: -4; PfHsp90 yeast 2: -10; phage Ecoli inh: 1.8; MOR-DOR ag: -1.2; E coli growth: -2.0; HTR5A inv ag: 12; PKA-R2B act: -9
